Screening results deposited in PubChem BioAssay by National Center for Advancing Translational Sciences (NCATS).
KB-V1 MDR tox: qHTS assay for MDR1-selective chemotherapeutics: Primary screen using the drug-selected MDR subline cells KB-V1; AID 1347076, 2019; KB-V1 MDR cells viability, CellTiter-Glo, 72 h; Potency, µM (titrated, usually from 46.1 µM), for inactives: at the highest dose activity change, negative = cytotoxicity, usual class: cytotoxic; actives 3.4% (n = 400,000); note: potency is the fitted concentration of half-maximal effect; % is set by controls: 0 for no effect and ±100 for the full control effect; nearly all actives have a fitted effect of over 60% in size
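Luminescent ATP read-out (CellTiter-Glo, 10 min) measures survival of drug-selected KB-V1 MDR cells after 72 h, 37 degrees C compound exposure. Medium: phenol-red-free DMEM, 10% FBS. Values from fitted concentration-response curves.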
DRD3 antagonist: qHTS of D3 Dopamine Receptor Antagonist: qHTS; actives 2.5% (n = 360,000); AID 652054, 2013; max response, negative = inhibition, %; D(3) dopamine receptor (Homo sapiens), P35462; D3R cells, DiscoveRx beta-arrestin luminescence, antagonist mode; hits give low values; in the data active = max response below about -50%; inconclusive = no clear call, values can overlap the other calls; note: % is set by controls: 0 for no effect and ±100 for the full control effect; mostly tested at two doses, the higher about 12 µM
Target sequence (P35462 whole entry, looked up): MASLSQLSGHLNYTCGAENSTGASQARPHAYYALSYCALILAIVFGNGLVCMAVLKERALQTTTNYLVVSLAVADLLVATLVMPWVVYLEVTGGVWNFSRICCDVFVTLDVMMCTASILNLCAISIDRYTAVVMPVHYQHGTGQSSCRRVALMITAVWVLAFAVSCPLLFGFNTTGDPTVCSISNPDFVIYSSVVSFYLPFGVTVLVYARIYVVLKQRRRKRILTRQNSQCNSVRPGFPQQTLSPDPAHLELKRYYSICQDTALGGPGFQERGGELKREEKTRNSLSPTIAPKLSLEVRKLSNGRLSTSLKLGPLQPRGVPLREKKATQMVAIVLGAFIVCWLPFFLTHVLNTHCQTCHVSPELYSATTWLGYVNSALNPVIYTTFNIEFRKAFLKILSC
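Cells expressing the human receptor were seeded at 1500 cells/well, incubated overnight at 37 degrees C in 5% CO2, then exposed to library compounds with dopamine controls for 90 minutes at 37 degrees C before luminescent detection.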
PTHR1 ag: qHTS for PTHR1 Agonists: Primary Screen | Parathyroid hormone/parathyroid hormone-related peptide receptor (Homo sapiens), Q03431 | HEK293 GP2 PTHR1 cells, GloSensor cAMP luminescence, 1 h | Potency, µM (titrated, usually from 115 µM), for the others: at the highest dose activation, most hits filed as activators | actives 0.075% (n = 410,000) | AID 743266, 2014; note: potency is the fitted concentration of half-maximal effect; nearly all actives have a fitted effect of over 55% in size; some results filed as inactive show a strong effect at the top dose; inactives centre near -15; many of its hits are not listed in these tables
Target sequence (Q03431 whole entry, looked up): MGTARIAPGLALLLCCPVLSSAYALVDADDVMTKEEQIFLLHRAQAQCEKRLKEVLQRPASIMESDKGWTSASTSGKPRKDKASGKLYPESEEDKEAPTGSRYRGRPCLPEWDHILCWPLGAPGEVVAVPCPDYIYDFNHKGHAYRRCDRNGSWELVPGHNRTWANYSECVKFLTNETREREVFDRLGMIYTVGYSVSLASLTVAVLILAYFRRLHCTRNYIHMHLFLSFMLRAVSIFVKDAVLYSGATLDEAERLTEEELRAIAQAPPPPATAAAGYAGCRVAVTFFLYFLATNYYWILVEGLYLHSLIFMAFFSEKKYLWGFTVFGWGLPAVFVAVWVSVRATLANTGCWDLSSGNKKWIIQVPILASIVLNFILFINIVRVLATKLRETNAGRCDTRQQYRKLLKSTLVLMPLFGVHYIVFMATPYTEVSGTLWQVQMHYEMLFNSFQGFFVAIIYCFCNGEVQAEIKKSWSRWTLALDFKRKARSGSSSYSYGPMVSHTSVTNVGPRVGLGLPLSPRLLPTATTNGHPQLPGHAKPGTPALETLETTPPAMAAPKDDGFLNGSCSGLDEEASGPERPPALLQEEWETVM
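HEK-293-derived GP2 cells expressing PTHR1 and a GloSensor cAMP reporter, 3,000/well, plated overnight, given luciferin plus IBMX (each 0.5 mM as added) for 1 h at 37 °C, then compound for 1 h at 37 °C. Luminescence was read after 15 min at room temperature.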
aSyn yeast inh: qHTS of alpha-syn Inhibitors; Yeast expressing alpha-synuclein, growth rescue, BacTiter-Glo, 24 h; Potency, µM (doses to about 46.1 µM), for the others: at the highest dose growth rescue (activation), hits mostly activators; actives 0.14% (n = 370,000); AID 652106, 2013; note: potency is the fitted concentration of half-maximal effect; % of control where 0% means no effect; nearly all actives have a fitted effect of over 65% in size
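Readout is rescue of growth in alpha-synuclein-expressing yeast, so inhibitors of toxicity appear as activators. Growth after 24 hr at 30 deg C in galactose medium is quantified by luminescence.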
GLP1R cytotox: qHTS of GLP-1 Receptor Inverse Agonists: Cytotox Screen; Potency, µM (titrated, usually from 38.3 µM), for inactives: top-dose activity change, negative = inhibition, most hits filed as inhibitors; HEK293 cAMP-luciferase reporter cells, luminescence, 24 h; AID 624418, 2012; actives 0.13% (n = 410,000);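 note: loss of luciferase light is scored as toxicity; potency is the fitted concentration of half-maximal effect; % is set by controls: 0 for no effect and ±100 for the full control effect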
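A 23 nL compound transfer followed 12 hours of cell culture at 37 deg C; exposure then lasted 24 hr. Luciferase assay detection reagent was dispensed and plates read for luminescence after a 12 min room-temperature wait.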
GLP-1R inv ag: qHTS of GLP-1 Receptor Inverse Agonists (Inhibition Mode) | Glucagon-like peptide 1 receptor (Homo sapiens), P43220 | HEK293 GLP-1R CRE-luciferase, luminescence, 24 h; GLP-1R form is constitutively active | Potency, µM (highest dose often 38.3 µM), inactives show at the top dose activity change, negative = inhibition, hits mostly inhibitors | actives 1.6% (n = 410,000) | AID 624417, 2012; note: potency is the fitted concentration of half-maximal effect; % is set by controls: 0 for no effect and ±100 for the full control effect; nearly all actives have a fitted effect of over 55% in size
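Readout was luciferase luminescence, measured 12 min after detection reagent at room temperature. Beforehand, GLP-1R reporter HEK293 cells had sat 12 h, then received compounds for 24 hr at 37 deg C.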
D3 ag: qHTS of D3 Dopamine Receptor Agonist: qHTS. D(3) dopamine receptor (Homo sapiens), P35462. D3R DiscoveRx beta-arrestin cells, luminescence, 90 min. AID 652048, 2013. actives 0.58% (n = 410,000). max activation, %; in the data active = max activation above about 30%; note: 0% is about no effect; mostly tested at two doses, the higher about 12 µM
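Agonist-mode cell screen: cells plated at 1500/well and incubated overnight at 37 °C, then exposed to library compounds for 90 min at 37 °C. Detection reagent was added for 30–60 min at room temperature, and luminescence was read.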
GLP1R ag: qHTS of GLP-1 Receptor Agonists; Glucagon-like peptide 1 receptor (Homo sapiens), P43220; Potency, µM (titrated, usually from 45.6 µM), without a hit: at the top dose activation, most hits filed as activators; HEK293 GLP-1R CRE-luciferase, luminescence, 4-6 h; cells express a hypersensitive GLP-1R form; actives 0.007% (n = 380,000); note: potency is the fitted concentration of half-maximal effect; % of control where 0% means no effect
TDP-43 yeast inh: qHTS of TDP-43 Inhibitors; TDP-43 expressing yeast growth rescue, BacTiter-Glo, 24 h; AID 652104, 2013; actives 1.8% (n = 410,000); Potency, µM (top dose mostly 46.1 µM), inactives show at the top dose growth rescue (activation), most hits filed as activators; note: potency is the fitted concentration of half-maximal effect; % of control where 0% means no effect; nearly all actives have a fitted effect of over 50% in size
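Yeast cells expressing TDP-43 under galactose induction are exposed to compounds for 24 hr at 30 deg C. BacTiter-Glo luminescence measures growth, so protective compounds score as activators.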
An asterisk follows results filed as active; i = inactive; ? = inconclusive; . = not tested or not shown; & = joins results of further samples; [ ] = another dose, or the depositor's remark. Unless noted, calls come from the whole dose curve; as a rule, active = well fitted curve in the direction sought with a large enough effect; inconclusive = small, poorly fitted or top-dose-only effect, or another doubt; inactive = no such curve, though single readings can be large; an effect the other way counts as inactive or inconclusive. An excerpt; the hit share may differ from the screen's.

SMILES	KB-V1 MDR tox	DRD3 antagonist	PTHR1 ag	aSyn yeast inh	GLP1R cytotox	GLP-1R inv ag	D3 ag	GLP1R ag	TDP-43 yeast inh
COc1ccc(-n2cc(C(=O)NCc3ccccc3Cl)c3ccccc3c2=O)cc1	.	.	-10%	.	3%	-3%	-10	.	3%
O=c1c2ccccc2n(CC(O)CN2CCOCC2)c2ccccc12 (stereo not given)	0%	-14	i	-2%	31%[activator]	-2%	0	8%	-2%
CCCN1CCN(C(=O)CS(=O)(=O)Cc2nc(-c3cccc(OC)c3)oc2C)CC1	-29%	-1	-17%	0%	-2%	7%	-6	2%	-20%
O=C(CSc1nnc(-c2cccnc2)o1)N1CCCCC1	2%	8	-7%	-1%	1%	1%	1	0%	-11%
Cc1sc2nc(CSCC(=O)Nc3ccc(OC(F)F)cc3)[nH]c(=O)c2c1C	?	13	i	-1%	1%	-9%	-1	3%	9%
COc1ccc(-c2nc(CNS(=O)(=O)c3cc(OC)ccc3OC)cs2)cc1	-2%	-22	i	-1%	1%	10%	-1	-6%	43%
Cc1ccc(CNC(=O)CCC2CCCN(Cc3c(C)nn(C(C)C)c3C)C2)o1 (stereo not given)	14%	5	i	5%	5%	-5%	-5	1%	1%
COc1ccc(CCNC(=S)N2CCC(Cc3ccccc3)CC2)cc1OC	15µM*	5	-30%[inhibitor]	0%	14%	-25%	9	7%	?
COc1ccc(CCCc2nnc(SCC(=O)Nc3cc(C)c(C)cc3Br)o2)cc1	-29%	-21	i	-5%	-18%	-1%	3	1%	14%
COc1ccc(C(c2nnnn2C2CCCC2)N2CCc3ccccc3C2)cc1OC (stereo not given)	?	31	-7%	0%	0%	?	-14	2%	8%
C=CCNC(=S)N/N=C/c1cn(-c2ccccc2)nc1-c1ccc(OC)cc1	0%	55	-21%	2%	-29%	9%	13	1%	?
CNC(=S)N/N=C/c1cn(CCOc2ccccc2OC)c2ccccc12	?	0	i	0%	-20%	?	1	15%	?
Fc1ccccc1Cc1cn2cc(-c3ccc(Cl)cc3)nc2s1	0%	.	-26%	.	2%	-7%	9	1%	14%
CCOc1ccccc1NC(=O)C1CCCN(S(C)(=O)=O)C1 (stereo not given)	-14%	30	i	-6%	1%	-6%	1	12%	-5%[1.82 µM]
CCOC(=O)c1c(NC(=O)COc2cccc(C)c2C)sc2c1CCC(CC)C2 (stereo not given)	10%	.	i	.	-6%	5%	3	.	0%
O=C(NCc1ccccc1Cl)C1CCCN1S(=O)(=O)c1ccc(F)cc1 (stereo not given)	3%	8	-11%	9%	-11%	-6%	-5	-3%	18%
CCCc1cc(=O)oc2c3c(cc(OCC(=O)NCCCn4ccnc4)c12)OC(C)(C)CC3	23%	0	-2%	3%	17%	0%	-21	6%	8%
O=C(Nc1ccccc1C(F)(F)F)c1cc(S(=O)(=O)N2CCOCC2)ccc1F	-24%	1	-17%	0%	3%	24%	3	4%	4%
Cc1ccccc1C1CCCN(Cc2nc(CC3CC3)no2)C1 (stereo not given)	-3%	-21	-10%	1%	-1%	?	-7	-3%	-4%[0.397 µM]
COc1ccc(-n2ncc3c2CC(C)(C)CC3NC(=O)c2c(C)cc(=O)oc2C)cc1 (stereo not given)	-3%	-12	-7%	-1%	5%	?	-5	-2%	8%

Some values from the entries so far.
Entry for Cc1ccccc1C1CCCN(Cc2nc(CC3CC3)no2)C1 (stereo not given) under GLP1R ag: -3%
Entry for Fc1ccccc1Cc1cn2cc(-c3ccc(Cl)cc3)nc2s1 under GLP1R ag: 1%

Next section:
SMILES	KB-V1 MDR tox	DRD3 antagonist	PTHR1 ag	aSyn yeast inh	GLP1R cytotox	GLP-1R inv ag	D3 ag	GLP1R ag	TDP-43 yeast inh
Cc1ccccc1S(=O)(=O)c1c(C)cc(C)n(CC(C)C)c1=O	-11%	-23	-24%	-1%	47%	?	1	8%	7%
O=C1OC(c2ccccc2)=C/C1=C\N1CCOCC1	?	?	i	10%	22%	0%	-8	-7%	10%
COc1cccc(CC(=O)Nc2nc(-c3cccnc3)cs2)c1	?	-3	i	-5%	1%	-19%	-18	9%	-24%
O=C1NC(c2cccs2)Nc2sc3c(c21)CCCC3 (stereo not given)	0%	-2	-1%	6%	17%	9%	3	0%	9%
O=C(Nc1ccccc1)c1ccc(S(=O)(=O)N2CCCCC2)cc1	4%	9	-45%[inhibitor]	4%	-22%	?	0	7%	1%
Cc1cc(C)c2cc(C(=O)N3CCN(c4ncccc4C(F)(F)F)CC3)[nH]c2c1	-21%	10	14%	9%	2%	?	11	10%	-5%
Cc1nc2cc(NC(=O)CS(=O)(=O)c3ccc(F)cc3)ccc2s1	-6%	-8	i	-3%	17%	-6%	-15	0%	-4%
COc1ccccc1-n1nc(C)cc1N	?	-9	i	-2%	0%	-1%	-13	-5%	.
Cc1cc(C)n(C(=O)CSc2nc3ccccc3o2)n1	17%	-2	21%[57.5 µM]	22%	4%	1%	0	4%	-4%
COc1cc(/C(C)=N/NC(=O)CN2CCN(S(=O)(=O)c3ccc(C)cc3)CC2)ccc1O	0%	-12	-38%[inhibitor]	-10%	-3%	-16%	4	7%	6%
CN1CCN(C2=C(NS(=O)(=O)c3ccccc3)C(=O)c3ccccc3C2=O)CC1	?	-12	-1%	-8%	-26%	-8%	-4	-2%	-10%
Cc1cc(NS(=O)(=O)c2ccc(NC(=S)NC(=O)c3cccc(S(=O)(=O)N(C)C)c3)cc2)no1	0%	-16	i	-2%	-11%	15%	-7	-4%	-21%
CC(=O)OCC1(C)CN(c2ccccc2)N(C(C)=O)C1=O (stereo not given)	-4%	-10	-3%	?	-23%	?	0	5%	8%
CC1(C)CC(=O)C(C=NCCN2CCN(CCc3ccccc3)CC2)=C(O)C1	-8%	-25	i	-9%	-28%	?	-19	6%	0%
COc1ccccc1NS(=O)(=O)c1cc(NC(=O)CNC(=O)c2cc(C)cc(C)c2)ccc1C	18µM*	-18	i	12%	-14%	?	-13	-3%	25%
OC(CNCCc1ccc(Cl)cc1)COc1cc(Cl)ccc1Cl (stereo not given)	-19%	-26	-24%	-21%	?	10µM*	-6	3%	10%
COC(=O)c1c(NC(=S)Nc2ccc(F)cc2[N+](=O)[O-])sc2c1CCCCC2	0%	4	i	1%	3%	6%	3	4%	5%
COc1ccc(S(=O)(=O)N2CCN(c3cccc(C)c3C)CC2)c2ccccc12	?	.	-25%	5%	3%	-14%	-3	-3%	2%
Cc1ccccc1N1CCN(C2CCCN(C(=O)c3cc[n+]([O-])cc3)C2)CC1 (stereo not given)	0%	18	-12%	1%	-8%	-13%	-4	4%	12%
Cc1ccc2nc(Nc3ccc4[nH]c(=O)[nH]c4c3)c(-n3nc(C)cc3C)nc2c1	11%	30	i	-2%	-2%	280%[activator]	69*	14%	-17%
COc1ccc(C(C(=O)NC2CCCCC2)N(C(=O)c2ccco2)c2ccc(-n3cnnn3)c(C)c2)cc1 (stereo not given)	15%	-13	1%[57.5 µM]	2%	-4%	1%	-1	-10%	-4%
Cc1cccc(NC(=O)c2cccc(S(=O)(=O)Nc3c(C)n(C)n(-c4ccccc4)c3=O)c2)c1	15µM*	-7	i	-1%	-18%	-28%	3	-34%	10%
COc1ccccc1N(CC(=O)N1CCCC1)S(=O)(=O)c1ccc(C)cc1	2%	-12	i	6%	202%[activator]	3%	4	12%	4%
Fc1ccc(N2CCN(/C=C/c3nnnn3-c3ccccc3)CC2)cc1	-8%	-10	i	10%	-4%	-2%	-7	-4%	0%
Cc1nnc(SCC(=O)N(CC(C)C)c2c(N)n(CC(C)C)c(=O)[nH]c2=O)n1-c1ccccc1	0%	-2	9%	-3%	6%	9%	-1	-1%	-13%
CCCN1C(=O)C(=O)c2cc(C)ccc21	8.2µM*	-11	-22%	2%	-10%	-12%	-31	-3%	3%
O=C1CC(N2CCN(c3cccc(C(F)(F)F)c3)CC2)C(=O)N1c1ccccc1F (stereo not given)	13%	35	-7%[57.5 µM]	8%	-13%	-21%	2	3%	?
CS(=O)(=O)c1cnc2c(-c3ccsc3)cnn2c1N	3%	5	-18%	-9%	8%	19%	4	4%	-6%
Cc1oc2cc(OCC(=O)O)ccc2c(=O)c1Oc1ccccc1	1%	13	i	-13%	-17%	1%	10	-3%	-8%
COc1ccc(N2CCN(CCCNC(=O)Nc3ccccc3)CC2)cc1	1%&-25%	-20	-25%	-20%	-10%&-10%	?	-22&4	1%&-6%	10%&0%
Cc1[nH]c2ccccc2c1Cc1nnc(SCC(N)=O)o1	5%	15	-17%	1%	8%	-9%	4	0%	12%
CCOC(=O)Nc1ccc(C(N)=O)cc1	-6%	8	-11%[57.5 µM]	-4%	1%	-3%	-3	-6%	-7%
CCCC(=O)Nc1ccc(NC(=O)c2ccccc2)nc1	-23%	-7	-27%	-4%	-5%	?	-4	0%	-5%
O=C(CSC1=NS(=O)(=O)c2ccccc21)Nc1ccccc1	-2%	6	-39%[inhibitor]	?	-29%	11%	2	-6%	35µM*
